GPR7 antag: blocks human GPR7 receptor signaling | actives 1.1% (n = 290,000) | GPR7-expressing cells, fluorescence antagonist assay | inhibition, % at 4.4 µM; in the data active means inhibition above about 16%, passing the limit was not always enough;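 further: cells stimulated with the agonist NPW; 0% = agonist with vehicle and 100% = vehicle without agonist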
Target sequence (P48145 whole entry, looked up): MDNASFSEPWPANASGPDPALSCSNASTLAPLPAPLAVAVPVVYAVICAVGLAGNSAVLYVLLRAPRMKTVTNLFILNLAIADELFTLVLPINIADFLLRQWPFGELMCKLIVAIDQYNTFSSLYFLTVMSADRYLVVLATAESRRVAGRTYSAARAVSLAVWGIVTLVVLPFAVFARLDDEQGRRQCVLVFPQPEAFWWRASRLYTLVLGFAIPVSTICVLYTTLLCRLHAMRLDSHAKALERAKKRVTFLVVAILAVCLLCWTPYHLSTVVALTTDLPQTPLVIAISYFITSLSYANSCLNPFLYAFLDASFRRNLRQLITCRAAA
DNA FID counter: counter-screen for HCV NS3 helicase inhibitors: DNA intercalator displacement. DNA fluorescent intercalator displacement, fluorescence. inhibition, % at 7.9 µM. actives 0.17% (n = 290,000). AID 1845; in the data active means inhibition above about 37%;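 further: 0% = vehicle and 100% = reference compound; higher means more ethidium bromide displaced from hairpin DNA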
M18AAP inhibitor: blocks P. falciparum M18 aspartyl aminopeptidase | recombinant PfM18AAP, H-Glu-NHMec fluorogenic cleavage | inhibition, % at 7.35 µM | actives 1.2% (n = 290,000);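 active means inhibition above the campaign mean inhibition over all tested compounds plus 3 SD, cut at about 28% in these data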;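 further: 0% = plate median of test compound wells and 100% = 2 mM ZnCl2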
MEKK2mut PB1 HTS: signal of MEK5 binding to mutant human MEKK2 PB1 domain; bead flow cytometry, Alexa488-MEK5 binding to MEKK2 mutant; percent response, % at 10 µM; actives 0.35% (n = 290,000); in the data active means percent response above about 24%, passing the limit was not always enough; further: inactives centre near 1; some results filed as inactive read as strong as hits; reference of the scale not given here
OXTR ag: activates the human oxytocin receptor; P30559; CHO-OTR cells, Fluo-8 calcium fluorescence; normalized: DMSO 0%, oxytocin 100%; activation, % at 3 µM; actives 0.32% (n = 320,000);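 active means activation above the mean of all tested compounds plus 3 SD, cutoff set per screening run, cut at about 20% in these data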;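 further: peak over basal fluorescence ratio from a 100 s FLIPR kinetic read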
Target sequence (P30559 whole entry, looked up): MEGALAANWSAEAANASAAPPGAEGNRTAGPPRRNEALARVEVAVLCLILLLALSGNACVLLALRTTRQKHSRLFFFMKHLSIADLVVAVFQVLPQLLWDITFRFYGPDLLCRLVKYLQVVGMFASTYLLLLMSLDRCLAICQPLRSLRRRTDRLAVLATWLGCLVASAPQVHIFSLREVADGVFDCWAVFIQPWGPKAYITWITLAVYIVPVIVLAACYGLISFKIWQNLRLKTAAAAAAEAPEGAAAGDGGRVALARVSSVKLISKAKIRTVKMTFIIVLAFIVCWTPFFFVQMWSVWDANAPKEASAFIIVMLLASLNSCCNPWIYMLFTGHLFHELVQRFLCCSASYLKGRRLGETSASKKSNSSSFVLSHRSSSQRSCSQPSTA
MEKK3 PB1 HTS: raises or lowers MEK5 binding to the human MEKK3 PB1 domain; bead-based flow cytometry, Alexa488-MEK5 binding to MEKK3; actives lie on both sides; 0 = blocked by unlabeled MEK5, 100 = vehicle; binding response (% of control), % at 10 µM; actives 1.4% (n = 290,000);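 active means binding response more than 3 SD above or below the average of its plate-row segment, actives on both sides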;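 further: Alexa488 bead fluorescence after subtracting the streptavidin-only scavenger bead signal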
PHOSPHO1 inh: inhibitors of human PHOSPHO1 phosphatase; Q8TCT1; recombinant PHOSPHO1, absorbance phosphatase assay; inhibition, % at 13.3 µM; actives 1.1% (n = 290,000); AID 1565; in the data active means inhibition above about 60%
Target sequence (Q8TCT1 whole entry, looked up): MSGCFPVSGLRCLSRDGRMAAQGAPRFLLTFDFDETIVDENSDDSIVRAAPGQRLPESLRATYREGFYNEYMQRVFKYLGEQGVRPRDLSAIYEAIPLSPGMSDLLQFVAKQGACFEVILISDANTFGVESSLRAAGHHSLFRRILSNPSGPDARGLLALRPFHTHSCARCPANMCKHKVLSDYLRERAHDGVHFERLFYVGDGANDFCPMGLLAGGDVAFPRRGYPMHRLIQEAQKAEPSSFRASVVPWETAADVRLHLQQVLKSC
NALP1 yeast inh: inhibitors of NALP1 inflammasome in yeast; actives 0.61% (n = 280,000); S. cerevisiae NALP1/ASC/caspase-1 growth, X-gal OD620, 72 h; inhibition, % at 10 µM; in the data active means inhibition mostly above about 24%, no sharp cut-off; inactive means mostly below about 32%; further: some compounds called inactive have numbers as strong as hits
MEKK2 WT-MEK5: raises or lowers MEK5 binding to wildtype human MEKK2 PB1 domain | Q9Y2U5 | bead flow cytometry, Alexa488-MEK5 binding to MEKK2 WT; actives lie on both sides | binding response (% of control), % at 10 µM | actives 1.1% (n = 290,000); in the data active means binding response below about 67% or above about 130%
Starred values were filed as active, the others as inactive; . = no result given; & = joins results of further samples; [ ] = another dose, or the depositor's remark. Hits appear at their usual frequency; any-hit rate near 6.2%.

mol	GPR7 antag	DNA FID counter	M18AAP inhibitor	MEKK2mut PB1 HTS	OXTR ag	MEKK3 PB1 HTS	PHOSPHO1 inh	NALP1 yeast inh	MEKK2 WT-MEK5
CCN(CC)S(=O)(=O)c1cccc(C(=O)Nc2cc(C)cc(C)c2)c1	3	-21	2	4	-1.1	104	-30	4	105
CC(C)NC(=O)CSc1nc2ccccc2n1CC(=O)N(C(C)C)C(C)C	-12	-16	2	-6	.	100	-5	-15	99
CC(=O)c1cccc(NC(=O)CCCN(C)S(=O)(=O)c2ccc(F)cc2)c1	-1	-18	0	-1	3.2	101	35	3	98
Cc1cc(C(=O)C(=O)NC(C)C)c(C)n1-c1ccc([N+](=O)[O-])cc1	-7	-6	-2	-3	1.7	80*[inhibitor]	40	4	89
CC(=O)Nc1ccc(S(=O)(=O)N2CCC(C(=O)NC3CCCC3)CC2)cc1	-4	-2	-1	-2	0.2	97	48	24	94
CCOc1ccc(N(Cc2cc3ccc(C)cc3[nH]c2=O)S(C)(=O)=O)cc1	-1	-12	2	0	-1.2	102	18	33	101
O=C(COc1cccc2cccnc12)N/N=C1\SCC(=O)N1Cc1ccccc1	-6	-26	13	3	-1.4	105	11	4	106
O=C(c1cccc(C(F)(F)F)c1)C1CCCN(C(=O)CCCN2CCCC2=O)C1 (stereo unspecified)	-2	-16	4	-11	0.6	95	31	7	94
O=C(CSc1cc(Cl)ccc1Cl)NCCCn1ccnc1	1	1	3	26*	0.1	105	0	22	125
C=CCn1c(SCC(=C)C)nc2c1c(=O)[nH]c(=O)n2C	.	.	.	-2	-1.0	97	27	0	103

Shown as a hit in MEKK2mut PB1 HTS, among the entries above:
Molecule	GPR7 antag	M18AAP inhibitor	MEKK2mut PB1 HTS	MEKK3 PB1 HTS	PHOSPHO1 inh	NALP1 yeast inh	MEKK2 WT-MEK5
O=C(CSc1cc(Cl)ccc1Cl)NCCCn1ccnc1	1	3	26*	105	0	22	125

(continued)
mol	GPR7 antag	DNA FID counter	M18AAP inhibitor	MEKK2mut PB1 HTS	OXTR ag	MEKK3 PB1 HTS	PHOSPHO1 inh	NALP1 yeast inh	MEKK2 WT-MEK5
CCOC(=O)Cc1csc(SC(C)C(=O)Nc2ccc(NC(C)=O)cc2)n1 (stereo unspecified)	-7	-7	-7	3	-0.6	100	1	2	102
O=C(CCc1ccncc1)NC1CCCc2c1cnn2-c1ccc(F)cc1F (stereo unspecified)	-8	-13	-4	7	5.5	101	30	20	106
CCCC(CCC)C(=O)Nc1cccc(-c2cn3c(n2)SCC3)c1	-5	-38	-6	-6	-2.4	96	-87	36	95
N#CC1=C(N)Oc2nc(-c3ccccc3)[nH]c2C1c1cccnc1 (stereo unspecified)	-11	-13	10	-2	-1.0	96	6	-1	102
Cc1ccc(-c2cc(C(=O)NC3=NCCS3)c3ccccc3n2)cc1C	-3	-7	8	1	-1.1	103	-6	26	110
Cc1ccc(NC(=O)CSC(C)c2nc3ccccc3c(=O)[nH]2)cc1 (stereo unspecified)	9	-19	11	-2	-0.5	102	0	-5	104
O=C(NCC(c1cccnc1)N1CCOCC1)c1ccco1 (stereo unspecified)	3	-5	4	-1	0.1	100	-41	14	95
COc1cc2nc(CN(C)Cc3ccc(F)cc3)[nH]c(=O)c2cc1OC	-9	-18	-3	-8	-0.4	101	-16	0	92
COc1cc(/C=N/NS(=O)(=O)c2ccc(C)c([N+](=O)[O-])c2)ccc1O	-10	0	9	0	0.2	103	13	-18	95
O=C(O)CC(NC(=O)c1ccco1)c1ccco1 (stereo unspecified)	0	-3	7	-5	.	101	47	11	102
Cc1ccc(-c2csc3nc(C)n(N)c(=O)c23)o1	-2	-3	-40	-4	-1.3	98	12	-16	99
CN(C)CCOC(=O)C1(c2ccccc2)CCOCC1	0&4	-8&8	2&-1	4&5	0.3&0.1	100&105	-2&38	6&22	101&105
O=C(Nc1nc(-c2ccccc2)cs1)NC1CCCCC1	-5	-11	4	6	-0.7	106	7	27	104
O=C1CCC(=O)N1CNc1ccc(Oc2ccccc2)cc1	-2	-3	-1	8	0.1	99	21	8	103
O=c1cc(CSc2nnnn2-c2ccccc2)nc2nc[nH]n12	-20	0	-8	6	0.6	109	-14	16	114
Cc1ccc(N2C(=O)CC(Sc3ncccn3)C2=O)cc1C (stereo unspecified)	-7	-3	-12	6	.	105	36	2	105
N=P(N1CCOCC1)(N1CCOCC1)C12CC3CC(CC(C3)C1)C2	-7	-2	-8	8	1.0	105	11	0	103
COc1ccc(-c2nc3ccccc3n2CCC(C)C)cc1OC	7	-29	11	-4	-2.5	98	-2	7	99
CCCN1C(=O)c2ccccc2NC1c1ccc(OC)c(CSc2ccccn2)c1 (stereo unspecified)	-3	-11	-5	0	-1.4	113	-11	8	106
Cc1cc(CNC(=O)COc2c(F)c(F)cc(F)c2F)c2ccccc2n1	-14	0	0	6	3.3	101	8	23	104

Following part:
Below each SMILES – GPR7 antag | DNA FID counter | M18AAP inhibitor | MEKK2mut PB1 HTS | OXTR ag | MEKK3 PB1 HTS | PHOSPHO1 inh | NALP1 yeast inh | MEKK2 WT-MEK5
CCn1nc(C)c(CN2CCCC(CO)(Cc3cccc(Cl)c3)C2)c1C (stereo unspecified)
 : -6 | 11 | -5 | -8 | 1.5 | 99 | 11 | -6 | 93
Cc1cc(-c2ccc(C)c(S(=O)(=O)NCCC(C)N3CCCCCC3)c2)on1 (stereo unspecified)
 : 7 | 6 | 4 | 4 | -0.1 | 96 | 40 | 3 | 102
COC(=O)C1CCN(C(=O)c2cc3c(=O)n4cccc(C)c4nc3n2Cc2ccccc2)CC1
 : -13 | -6 | -1 | -15 | -2.3 | 94 | 12 | 6 | 91
C=CCn1c(NCc2ccccc2OC)nc2ccccc21
 : 4 | 4 | 0 | 13 | 1.2 | 108 | 14 | 14 | 104
COc1ccc(S(=O)(=O)NNC(=O)c2ccccc2-n2cccc2)cc1
 : -3 | -4 | 5 | -3 | -0.1 | 103 | 8 | 36* | 101
CCCC[C@@H]1CCCO[C@@](C(=O)NCc2cc(C)n(C)n2)(C(F)(F)F)C1
 : . | . | . | 5 | -2.5 | 105 | . | . | 104
S=C1NC[C@H](CC2CCCCC2)N1CCCCC1CCCCC1
 : . | . | . | 3 | 0.5 | 89 | 39 | . | 88
O=C(COC(=O)c1cncc(Br)c1)NC1CCCCC1
 : -11 | -2 | 1 | -8 | 0.3 | 97 | 16 | -10 | 91
CCN1CCN(Cc2c(OC)ccc3ccccc23)CC1
 : -14 | 7 | 0 | 7 | 0.3 | 102 | 10 | 7 | 103
O=C(NCCC1=CCCCC1)c1cc2c(s1)CS(=O)(=O)C2
 : -8 | -3 | -2 | -1 | -0.8 | 95 | 11 | 4 | 99
Cc1nn(CC2CC2)c(=O)n1-c1ccc(Oc2ccccc2)cc1
 : 6 | -19 | 5 | 1 | -0.6 | 100 | 6 | -6 | 103
O=S(=O)(/N=C(\c1ccccc1)N1CCOCC1)c1ccc(Cl)cc1
 : 12 | -13 | -10 | -3 | 1.5 | 100 | -5 | 29 | 96
CN(C)CCOc1ccc2ccccc2c1
 : -2 | -1 | -4 | 2 | -0.8 | 108 | 16 | 33 | 110
CCCOc1ccc(N2C(=O)CC(N(CCc3ccccc3)C(=O)c3ccccc3)C2=O)cc1 (stereo unspecified)
 : 6 | -4 | 1 | -3 | -0.5 | 109 | 24 | 20 | 103
CCOC1=NN(c2ccc(Cl)cc2)C(=O)/C1=C\N(C)C
 : 7 | -1 | -5 | -9 | -0.2 | 102 | 20 | -1 | 97
CCc1nnc2n1N=C(c1ccc(Br)cc1)CS2
 : 9 | -20 | 1 | -2 | -2.0 | 104 | -10 | 4 | 100
O=Cc1ccc(OC(=O)Cc2ccc(F)cc2)cc1
 : -16 | 3 | 1 | 4 | -0.2 | 109 | 50 | 26 | 111
CCOC(=O)c1ccc(NC(=O)CSc2nnc(-c3cccs3)n2CC)cc1
 : -3 | -11 | -12 | 4 | -1.1 | 104 | 16 | -2 | 102
O=C(O)c1ccc2c(c1)C(=O)N(Cc1ccco1)C2=O
 : -9 | -11 | 12 | 2 | 0.8 | 104 | 8 | -1 | 105
COc1ccccc1C1(CC(=O)O)CCOC(C)(C)C1 (stereo unspecified)
 : -11 | -1 | 0 | 2 | 0.5 | 104 | 0 | 2 | 102
CC1C(C)C(O)(c2ccccc2)CCN1C (stereo unspecified)
 : -20 | -1 | 0 | 9 | 0.2 | 130* | 18 | -91 | 100
CC(C)(C)c1ccc(COc2ccsc2C(=O)O)cc1
 : -5 | -30 | -4 | -11 | 2.9 | 102 | 8 | -14 | 100
C=CCNC(=O)CN(c1cccc(Br)c1)S(C)(=O)=O
 : -5 | 3 | -2 | 2 | -0.1 | 98 | -11 | 2 | 95
NC(=S)COc1ccccc1
 : -19 | -1 | 5 | 4 | -0.7 | 105 | 10 | -8 | 105
CCOC(=O)c1ccc(NC(=O)c2nc[nH]c2C(=O)NCc2ccccc2)cc1
 : . | . | . | -7 | 0.9 | 96 | 16 | . | 95
CC(=O)NNc1cc(=O)c2c(=O)n(C)c(=O)n(C)c2[nH]1
 : -2 | -4 | 10 | . | -0.2 | . | 32 | -20 | .
CC(=O)NC(C)c1nc2ccccc2n1CC(=O)NC(C)CCc1ccccc1 (stereo unspecified)
 : -9 | -8 | -4 | 1 | -1.1 | 104 | 40 | -9 | 107
CCOc1ccc(S(=O)(=O)Nc2ccc3c(c2)n(C)c(=O)n3C)cc1
 : -18 | -14 | -3 | -1 | 7.7 | 98 | 30 | 19 | 102
Cc1ccccc1-n1c(SCC(=O)NCc2cccs2)nnc1-c1ccncc1
 : -5 | -20 | -4 | . | -0.4 | . | 30 | -7 | .
COC(=O)N[C@H](CC(C)=O)c1cccc(C(F)(F)F)c1
 : -5 | 0 | 1 | -3 | -0.2 | 111 | -4 | 16 | 99
CCOC(=O)c1[nH]c(C)c(C(=O)OCc2c(C)noc2C)c1C
 : 22 | -26 | -10 | 12 | 0.1 | 110 | -7 | -2 | 113
C#CCOc1ccccc1/C=C1/C(=O)ON=C1C
 : -3 | -3 | 14 | 8 | 0.3 | 110 | 29 | -5 | 112
COc1ccc(S(=O)(=O)N(CC(=O)NCc2ccncc2)c2ccc(C)cc2)cc1Br
 : 2 | -24 | -2 | -6 | -0.1 | 101 | 16 | 12 | 97
COc1ccc(-c2cc(=O)[nH][nH]2)cc1OC
 : -14 | -11 | 13 | 0 | 0.5 | 95 | 8 | -12 | 95

3 compounds out of the list, ordered by SMILES length, falling.
Below each SMILES – GPR7 antag | DNA FID counter | M18AAP inhibitor | MEKK2mut PB1 HTS | OXTR ag | MEKK3 PB1 HTS | PHOSPHO1 inh | NALP1 yeast inh | MEKK2 WT-MEK5
Cc1ccccc1-n1c(SCC(=O)NCc2cccs2)nnc1-c1ccncc1
 : -5 | -20 | -4 | . | -0.4 | . | 30 | -7 | .
CCOC(=O)c1[nH]c(C)c(C(=O)OCc2c(C)noc2C)c1C
 : 22 | -26 | -10 | 12 | 0.1 | 110 | -7 | -2 | 113
COc1ccc(-c2cc(=O)[nH][nH]2)cc1OC
 : -14 | -11 | 13 | 0 | 0.5 | 95 | 8 | -12 | 95

Individual results from the entries so far:
Value of `O=C(c1cccc(C(F)(F)F)c1)C1CCCN(C(=O)CCCN2CCCC2=O)C1` (stereo unspecified) in MEKK2mut PB1 HTS: -11
Value of `COc1ccc(-c2nc3ccccc3n2CCC(C)C)cc1OC` in M18AAP inhibitor: 11

High-throughput results (PubChem)
